Compound activity: PubChem BioAssay, several laboratories
NPY Y1 blocker: NPY-Y1 (human) receptor antagonism; 1% of 200,000 active; inhibition, % at 3.6 µM; P25929; HEK293-CNG Y1 cells, membrane potential fluorescence; NPY at EC95, then isoproterenol;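 active means inhibition above the campaign mean inhibition of all tested compounds plus 3 SD, cut at about 20% in these data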;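 further: 0% = DMSO wells given NPY plus isoproterenol and 100% = isoproterenol alone without NPY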
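Material: HEK293 cells co-expressing NPY Y1 receptor and cyclic-nucleotide gated channel. Timing: compound incubation 1 h at room temperature, readout 45 min post-stimulation. Signal: fluorescence, membrane potential probe.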
NPY2 pot ag: human NPY-Y2 potentiation or agonism, primary screen | P49146 | cells expressing NPY-Y2, potentiator/agonist read-out | activation, % at 3.6 µM | 0.45% of 220,000 active | AID 1359; in the data active means activation above about 27%;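 further: cells stimulated with NPY near EC25 plus isoproterenol at EC100; 0% = vehicle plus submaximal agonist and 100% = vehicle plus saturating agonist; some results beyond the cut were filed as inactive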
TRPN1 ag: activates the zebrafish TRPN1 channel | 0.18% of 220,000 active | HEK293 zebrafish TRPN1-YFP, Fluo-8 calcium fluorescence; 100% = response to 87 µM carbachol | activation, % at 3 µM;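 active means activation above its plate's cutoff, the mean activation of test wells on that plate plus 3 SD, cut at about 19% in these data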;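 further: 0% = DMSO alone and 100% = 87 µM carbachol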
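Control set: carbachol 87 µM as high control, DMSO as low control; system: HEK293 stable line with zebrafish TRPN1-YFP; read-out: % activation versus carbachol response; detection: intracellular calcium fluorescence with Fluo-8; doses: single test compound dose, 3 µM nominal, 0.3% DMSO; schedule: dye 1 h 37 °C plus 30 min RT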
NPY-Y1 PAM-ag: potentiates or activates human NPY-Y1 receptor. P25929. NPY-Y1 expressing cells, potentiator/agonist activation. activation, % at 3.6 µM. 0.37% of 220,000 active; in the data active means activation above about 33%, passing the limit was not always enough;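 further: cells stimulated with NPY at EC10 then isoproterenol at EC100; 0% = low agonist plus stimulus and 100% = saturating agonist plus stimulus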
TRPML3 agonist: activates the human TRPML3 channel. activation, % at 3 µM. Q8TDD5. HEK293 TRPML3-YFP, Fluo-8 calcium fluorescence; 100% = the carbachol control signal. 0.29% of 220,000 active;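 active means activation above its plate's cutoff, the mean activation of the plate's test wells plus 3 SD, cut at about 12% in these data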;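 further: 0% = DMSO only wells and 100% = carbachol wells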
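Test system – HEK293 line with stable expression of human TRPML3-YFP channel · Control set – carbachol 87 µM final as high control (100%), DMSO as low control (0%) · Signal – Fluo-8 calcium dye fluorescence, ex 470-495, em 515-575 nm · Incubation – 1-h 37 °C dye load, 5-s basal, 120-s post-compound reads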
S1P4 antagonist: antagonists of human S1P4 receptor; O95977; S1P4-expressing cells, antagonist mode, reporter read-out; inhibition, % at 4.98 µM; 0.26% of 220,000 active; AID 1510; in the data active means inhibition above about 29%;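 further: 0% = wells stimulated with agonist and 100% = vehicle wells without agonist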
Target sequence (O95977 whole entry, looked up): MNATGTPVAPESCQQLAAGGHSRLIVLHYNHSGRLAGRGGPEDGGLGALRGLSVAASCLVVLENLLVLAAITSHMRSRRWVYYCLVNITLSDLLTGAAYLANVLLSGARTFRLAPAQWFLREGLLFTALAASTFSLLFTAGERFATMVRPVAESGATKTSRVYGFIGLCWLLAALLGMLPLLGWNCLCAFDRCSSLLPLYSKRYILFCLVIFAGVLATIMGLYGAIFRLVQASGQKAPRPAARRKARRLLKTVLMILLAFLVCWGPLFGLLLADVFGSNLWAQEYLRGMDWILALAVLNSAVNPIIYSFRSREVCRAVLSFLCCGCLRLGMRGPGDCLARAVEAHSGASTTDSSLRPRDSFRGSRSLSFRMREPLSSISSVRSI
CHOP inhibitor: CHOP inhibition in unfolded protein response. CHO-K1 CHOP-promoter luciferase, tunicamycin-induced, 15-18 h. inhibition, % at 10 µM. 3.8% of 220,000 active. AID 2732;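 active means compounds that reduced the stress-induced luciferase reporter signal by more than about 70% of percent inhibition, limit read from the data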;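 further: 0% = tunicamycin plus vehicle and 100% = wells without tunicamycin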
EP2 mod: EP2 receptor (human) modulation; 0.83% of 260,000 active; P43116; EP2-expressing cells, cAMP HTRF FRET, PGE2 co-stimulation; induction, % at 25 µM;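 active means compounds whose cAMP rise, as percent of the full-agonist control response, exceeds 60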;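 further: rat C6 glioma line stably carrying human EP2 under a CMV promoter; the protocol text gives 20 µM as final concentration; 100% = response of wells given 1 µM PGE2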
Target sequence (P43116 whole entry, looked up): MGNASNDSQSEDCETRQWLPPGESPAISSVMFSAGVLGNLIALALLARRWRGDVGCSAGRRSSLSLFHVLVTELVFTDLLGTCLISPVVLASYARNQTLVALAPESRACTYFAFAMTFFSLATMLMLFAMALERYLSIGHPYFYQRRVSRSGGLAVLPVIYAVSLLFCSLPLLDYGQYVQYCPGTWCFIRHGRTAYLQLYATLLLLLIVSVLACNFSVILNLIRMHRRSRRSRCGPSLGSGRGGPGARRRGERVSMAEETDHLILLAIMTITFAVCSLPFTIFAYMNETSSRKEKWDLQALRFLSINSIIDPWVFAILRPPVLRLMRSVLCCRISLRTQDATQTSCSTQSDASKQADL
S1P4 agonist: human S1P4 receptor agonism; O95977; S1P4-expressing cell line, agonist reporter assay; activation, % at 4.98 µM; 0.35% of 220,000 active; AID 1509; in the data active means activation above about 11%;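 further: 0% = DMSO vehicle and 100% = reference agonist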
* hit, by the source's call; / = no result given; & = joins results of further samples. An unsorted share of the library; 6.5% or so of the library scored in one or more.

SMILES | NPY Y1 blocker | NPY2 pot ag | TRPN1 ag | NPY-Y1 PAM-ag | TRPML3 agonist | S1P4 antagonist | CHOP inhibitor | EP2 mod | S1P4 agonist
O=S(=O)(c1ccc(NC(=S)N2CCN(c3ccccc3F)CC2)cc1)N1CCOCC1 | 1.6 | 6.4 | 4.0 | -7.8 | 0.6 | -3.8 | 46.2 | -7.9 | -0.5
CC(C)C(c1nnnn1Cc1ccccc1)N1CCN(Cc2ccco2)CC1 (configuration not stated) | 2.5 | -11.1 | 1.2 | -12.4 | 0.7 | -7.2 | 23.9 | 17.8 | 0.3
COC(=O)c1ccc(/C=C(\C#N)c2nc3ccccc3s2)cc1 | 4.0 | 1.2 | 14.1 | -12.3 | 14.3* | 6.8 | -21.5 | -9.1 | -0.2
O=C(NCCCO)c1ccc(CSc2nc3ccccc3c(=O)[nH]2)cc1 | / | -10.0 | 0.3 | -20.4 | 0.1 | 6.5 | -9.6 | 5.8 | 0.1
COc1ccccc1Nc1nc2c(C)cccc2cc1C#N | 0.2 | -13.7 | 0.4 | -12.6 | 0.3 | -17.0 | 19.5 | 49.5 | 3.0
COc1cc(C(=O)Nn2c(O)c(C3=c4ccccc4=NC3=O)sc2=S)ccc1O | / | -10.4 | -2.2 | 5.5 | -1.2 | -5.5 | -7.0 | 0.3 | 1.4
COc1ccc(/C=C/c2ccncc2)cc1 | -4.6 | 6.7 | -0.8 | -2.1 | -0.5 | -4.2 | 3.9 | -40.0 | 1.9
CCN1C(C)=C(C)S/C1=C1\SC(=S)N(C2CCCCC2)C1=O | 1.4 | -1.4 | 1.1 | 18.6 | 0.1 | -7.0 | -33.0 | -7.2 | -0.9
O=C(COC(=O)CC1c2ccccc2CCN1S(=O)(=O)c1ccccc1)Nc1ccccc1 (configuration not stated) | 5.1 | -4.1 | -1.4 | -2.6 | -0.7 | -15.6 | -21.7 | 11.8 | 0.5
O=C1C=C(NCC2CCCO2)CC(c2ccccc2)C1 (configuration not stated) | 1.1 | -1.1 | 1.5 | 2.3 | -0.9 | 0.8 | 8.3 | -4.6 | 0.1

Only EP2 mod and NPY-Y1 PAM-ag, for 5 of the compounds above:
canonical_smiles	EP2 mod	NPY-Y1 PAM-ag
COC(=O)c1ccc(/C=C(\C#N)c2nc3ccccc3s2)cc1	-9.1	-12.3
O=C(NCCCO)c1ccc(CSc2nc3ccccc3c(=O)[nH]2)cc1	5.8	-20.4
COc1ccccc1Nc1nc2c(C)cccc2cc1C#N	49.5	-12.6
COc1cc(C(=O)Nn2c(O)c(C3=c4ccccc4=NC3=O)sc2=S)ccc1O	0.3	5.5
COc1ccc(/C=C/c2ccncc2)cc1	-40.0	-2.1

The listing picks up; the 2 compounds before the break are reprinted first.
SMILES | NPY Y1 blocker | NPY2 pot ag | TRPN1 ag | NPY-Y1 PAM-ag | TRPML3 agonist | S1P4 antagonist | CHOP inhibitor | EP2 mod | S1P4 agonist
O=C(COC(=O)CC1c2ccccc2CCN1S(=O)(=O)c1ccccc1)Nc1ccccc1 (configuration not stated) | 5.1 | -4.1 | -1.4 | -2.6 | -0.7 | -15.6 | -21.7 | 11.8 | 0.5
O=C1C=C(NCC2CCCO2)CC(c2ccccc2)C1 (configuration not stated) | 1.1 | -1.1 | 1.5 | 2.3 | -0.9 | 0.8 | 8.3 | -4.6 | 0.1
Cc1cc(C)n(C(=O)C2CCCN2S(=O)(=O)c2ccc(Cl)cc2)n1 (configuration not stated) | 24.8* | -10.7 | -2.1 | 12.6 | -0.1 | 0.8 | 24.9 | 50.1 | 0.9
Cc1nc(Cl)cc(CS(=O)(=O)c2ccc(Cl)cc2)n1 | 0.4 | 2.8 | 0.8 | 8.0 | 0.0 | -5.4 | 9.6 | 36.9 | 0.7
COc1ccc(C2C(Oc3ccccc3C)C(=O)N2Cc2ccc(F)cc2)cc1OC (configuration not stated) | 16.4 | 0.7 | 3.7 | -10.4 | 1.6 | 2.6 | -0.3 | 35.1 | -3.4
O=C(O)c1ccccc1S(=O)(=O)NCC(O)COC1CCCCC1 (configuration not stated) | -0.7 | 7.0 | 1.0 | 4.9 | 0.8 | 6.3 | 52.8 | -6.2 | 0.5
C/C(=N\NC(=O)COc1cc(C)cc(C)c1)c1ccc(N2CCOCC2)cc1 | 6.2 | 1.1 | -0.5 | -28.1 | 0.8 | -13.5 | 24.6 | -18.5 | 2.2
C=C(C)CNC(=S)N/N=C/c1ccccc1OCC(=O)O | 6.2 | 4.1 | 1.3 | -2.1 | 0.4 | 2.7 | -12.1 | 16.7 | 0.5
Cc1cc(C)cc(OCC(=O)Nc2nc3ccc([N+](=O)[O-])cc3s2)c1 | 1.2 | -15.7 | -0.4 | 9.1 | -0.1 | -2.1 | 89.4* | -23.0 | -3.0
Cc1ccc(N(CC(N)=O)C2SC(=O)NC2=O)cc1 (configuration not stated) | 1.1 | -10.5 | 0.6 | -15.7 | 1.0 | -5.8 | 16.6 | 42.3&12.4 | 0.6
Oc1ccc(N=Nc2ccc(Br)cc2)c(O)c1 | / | 26.0 | 2.0 | 25.6 | 0.8 | 1.6 | 7.8 | -36.4 | 0.6
Clc1ccccc1Cc1noc(CN2CCN(Cc3ccccn3)CC2)n1 | -0.7 | -0.8 | 0.9 | 8.7 | 0.3 | -12.2 | 3.8 | -0.1 | 0.4
CC1=CN2C(=NC(=O)CC2(C)C(=O)N(CC(=O)NC2CCCC2)c2cc(C)cc(C)c2)C=C1 (configuration not stated) | 4.9 | -6.5 | 2.5 | -7.6 | 0.6 | -13.0 | -7.5 | -5.9&2.1 | 0.9
C=C(C)C1CC=C(C)/C(=N/NC(=O)CNc2ccc(OCC)cc2)C1 (configuration not stated) | 5.0 | -7.0 | -1.6 | -7.2 | -0.4 | -20.0 | 23.0 | 10.9 | 1.1
COc1cccc(C(=O)Oc2ccc(N3C(=O)CCC3=O)c(C)c2)c1 | -0.4 | 12.4 | 1.4 | 10.4 | 1.3 | 3.5 | 1.3 | -35.0 | -0.9
CCCCCNC(=O)c1ccc2c(=O)n(CCCN3CCCC3=O)c(=S)[nH]c2c1 | -3.1 | 3.1 | -0.5 | -9.6 | 0.2 | 6.0 | 2.3 | -17.6 | 0.8
Nc1c(C(=O)N/N=C/c2cccnc2)oc2nc(-c3ccco3)cc(-c3ccco3)c12 | / | -2.6 | 2.5 | 16.5 | 1.1 | -20.4 | 24.2 | -39.5 | 0.7
c1ccc(Cn2nnnc2C(c2cccnc2)N2CCN(C3CCCCC3)CC2)cc1 (configuration not stated) | 6.3 | 9.9 | 3.6 | 13.6 | 1.6 | -16.1 | 10.4 | -23.1 | -1.0
COc1ccc(C(=O)/C=C(/C)N(C)C)cc1 | 5.2 | -3.2 | -1.0 | 0.0 | -0.5 | -0.9 | 21.2 | 21.7 | -1.6
CCNc1ccc(C(=O)O)cc1N | 4.3 | -11.7 | -0.3 | 3.3 | 0.4 | -5.4 | 17.5 | 20.7 | 0.7
CCOCCCNC(=S)Nc1cc(C)cc(C)c1 | 2.4 | 0.8 | 1.2 | -1.4 | 0.1 | 5.9 | -6.9 | -13.4 | -1.4
COc1ccccc1C(=O)N/N=C(\C)CC(=O)Nc1ccc(Cl)cn1 | / | -27.5 | 0.5 | -4.3 | 0.5 | -12.7 | 33.0 | -6.8 | -1.2
NC(=O)COC(=O)CC12CC3CC(CC(Br)(C3)C1)C2 | 1.9 | 6.3 | 0.4 | 14.6 | 1.7 | -16.8 | 18.8 | -8.3 | 1.7
COc1ccc2nc(/N=C/c3c(C)[nH]n(-c4ccc(C)cc4C)c3=O)sc2c1 | -0.1 | 9.3 | -0.8 | 2.2 | -0.1 | -15.8 | -3.0 | 7.8 | -2.0
O=C(N/N=C/c1cc([N+](=O)[O-])ccc1O)C1C2CCCCC21 (configuration not stated) | 0.9 | -7.1 | 0.3 | -6.2 | 1.0 | -16.6 | -2.4 | -23.6 | 1.3
CCOCCCNC(=O)CN(c1cc([N+](=O)[O-])ccc1OC)S(C)(=O)=O | -1.1 | 0.6 | 0.8 | -12.2 | -0.2 | -4.9 | 0.1 | -12.3 | 2.6
CC1CCN(C(=O)CSc2nnc(CNC(=O)COc3ccc(Cl)cc3)o2)CC1 | 4.9 | -2.8 | 0.6 | 17.0 | 0.3 | -15.1 | 23.0 | -17.4 | -1.5
CN(C)C(=O)c1sccc1Oc1ccc(F)cc1[N+](=O)[O-] | 2.4 | 2.4 | -1.0 | 8.8 | 0.8 | -17.1 | 4.5 | -6.5 | -0.4
Cc1cc(OC(=O)c2cc(F)c(F)cc2Cl)nc(C)n1 | 0.6 | 15.1 | 0.8 | -7.3 | 0.1 | 10.6 | -21.2 | -2.1 | 0.3
CC(c1ccccc1)n1cc(C(=O)NCc2cccnc2)nn1 (configuration not stated) | 1.1 | 9.7 | 0.7 | 6.8 | -0.1 | -7.0 | -18.3 | 8.4 | 0.1
Cc1ccc(S(=O)(=O)N2CCN(C(=O)c3ccccc3)C2)cc1[N+](=O)[O-] | -2.1 | 4.9 | 0.4 | 12.4 | 0.2 | -25.2 | 36.6 | 28.5 | 1.4
COc1cccc(/C=C/C(=O)OCC(=O)Nc2ccc(N3CCOCC3)cc2)c1OC | 3.8 | 3.4 | -0.1 | 13.9 | 0.5 | -10.3 | -30.3 | -7.6 | 1.6
O=C(Nc1ccnc(-c2cccnc2)n1)c1cccs1 | 1.5 | 2.2 | -0.2 | -22.9 | 1.4 | 5.0 | 12.3 | -39.2 | 0.3
CC1CN(C(=O)COC(=O)c2ccc(Cl)c(S(=O)(=O)N3CCCCC3)c2)CC(C)O1 (configuration not stated) | -4.3 | 23.6 | 3.3 | 18.9 | 1.4 | -7.7 | 7.8 | 16.9 | 0.3
O=C1CC(N(CCc2ccccc2)C(=S)Nc2cc(Cl)ccc2Cl)C(=O)N1c1c(Cl)cccc1Cl (configuration not stated) | 2.9 | 7.9 | 0.7 | 3.4 | -0.1 | 2.7 | 19.0 | 16.5 | -0.1
COc1cc(/C=C2\SC(=S)N(N3CCOCC3)C2=O)cc(OC)c1OC | 4.1 | -6.3 | -0.9 | 8.6 | 0.2 | -0.5 | 42.3 | -2.0 | 5.2
CCCCNC(=O)CSc1cc(=O)n(C)c2ccccc12 | -1.0 | 21.3 | 0.1 | 7.1 | 0.1 | -6.6 | 32.6 | 20.0 | -0.2
CC1=CCC2C(=O)N(C(C)c3ccccc3)C(=O)C2C1 (configuration not stated) | 3.2 | 2.7 | -1.8 | 1.3 | -0.4 | -10.8 | -17.8 | 20.9 | -0.6
COc1cc(NC(=S)N2CCCC(CO)C2)cc(OC)c1 (configuration not stated) | 4.3 | 1.9 | -1.9 | -4.1 | -0.4 | 1.2 | 9.2 | -23.6 | -2.0
CNC(=O)CN(c1ccc(C23CC4CC(CC(C4)C2)C3)cc1)S(C)(=O)=O | 0.3 | 0.9 | 0.4 | 4.1 | 0.3 | -4.0 | -8.5 | 18.4 | -0.2
CCn1cnc2cc(NCc3cccs3)ccc21 | -2.0 | 0.8 | 0.9 | 9.7 | 0.0 | -5.0 | 12.3 | -2.6 | 0.9
